RNase H inhibition: RNase H inhibition, HIV 1 Gag Pol polyprotein, FRET biochemical assay, screening (AID 372) | HIV-1 RT RNase H, FRET RNA/DNA substrate fluorescence; higher % means a stronger effect | inhibition, % at 10 µM; hits with a dose series show IC50 in µM | actives 0.77% (n = 100,000); in the data active = inhibition above about 50%
Starred values were filed as active, the others as inactive.

SMILES	RNase H inhibition
O=C(NCC1(c2ccccc2)CCCC1)c1cccc(Cl)c1	3%
Cc1nn(C(=O)c2cc([N+](=O)[O-])cc([N+](=O)[O-])c2)c(C)c1Sc1ccccc1	0%
COc1ccc2c(c1OC)C(=O)OC2CC(=O)c1ccc(N(C)C)cc1 (centres undefined)	3%
COC(CNS(=O)(=O)c1ccc(Cl)cc1)c1ccccc1 (centres undefined)	3%
C/C(=N\NC(=O)c1cccc(Br)c1)c1ccccn1	0%
O=C(Nc1ccccc1F)c1ccc(I)cc1	0%
COc1ccc(NC(C)=O)c([N+](=O)[O-])c1	4%
Cc1ccc(/C=C2\SC(=S)N(CCC(=O)Nc3ccc(S(=O)(=O)Nc4nccs4)cc3)C2=O)cc1	23%
O=C(CCN1CCCCC1)c1ccccc1	7%
Cc1cccc(C(=O)O/N=C(\N)c2cccc([N+](=O)[O-])c2)c1	1%
CN1CCN(C(=O)c2cnn3c2NC(c2ccc(Br)cc2)CC3C(F)(F)F)CC1 (centres undefined)	14%
COc1ccccc1NC(=O)c1cccc2c(Br)cccc12	7%
COc1ccc(CNC(=O)C(=O)Nc2cccc(Br)c2)cc1	5%
O=C(Nc1ccc(F)cc1)Nc1nnc(CSCc2ccccc2Cl)s1	23%
O=c1cnnc(N/N=C/c2ccc(Cl)cc2)[nH]1	35%
Cc1ccc(NC(=O)c2ccc(Cl)c([N+](=O)[O-])c2)cc1C	0%
CCCSc1nc(O)c(C(C)CC)c(=O)[nH]1 (centres undefined)	3%
CCOc1ccc(N(CC(=O)Nc2c(C)cccc2C)S(C)(=O)=O)cc1	18%
O=C1C2C(c3ccccc3)OC3(C(=O)c4ccccc4C3=O)C2C(=O)N1c1ccc(F)c([N+](=O)[O-])c1 (centres undefined)	4%
COc1cc2c(cc1OC)C(=S)NC1(CCCC1)C2	15%
COc1cccc(C=Nc2cc([N+](=O)[O-])ccc2C)c1O	8%
CN(C)c1ccc(/C=N/NC(=O)C(O)(c2ccccc2)c2ccccc2)o1	7%
COc1cccc(C=Nc2cc(Cl)cc(Cl)c2)c1O	0%
COC(=O)c1cccc(N2C(=O)c3ccc(Oc4ccc(NC(C)=O)cc4)cc3C2=O)c1	12%
CC1(C)Cc2c(sc3c2c(=O)n(Cc2ccccc2)c2nnc(SCC(=O)c4ccc(Br)cc4)n32)CO1	13%
CCC(=O)Nc1ccc(NC(=O)c2cc3ccccc3cc2OC)cc1	3%
Cc1c(NC(=O)c2ccc(Cl)cc2)c(=O)n(-c2ccccc2)n1C	6%
Cc1ccc(-c2nc3ncccc3o2)cc1N	0%
O=C1c2ccccc2C(=O)N1c1cccc(N2C(=O)c3ccccc3C2=O)n1	5%
CCOc1cc(/C=c2/sc3nc4ccccc4n3c2=O)cc(I)c1OCC	6%
COc1ccc(CN=Cc2c(O)n(-c3cc(OC)ccc3OC)c(=O)[nH]c2=O)cc1	0%
O=c1[nH]/c(=C/c2ccc3c(c2)OCO3)c(=O)[nH]/c1=C/c1ccc2c(c1)OCO2	5%
COc1ccccc1NCN1C(=O)S/C(=C/c2ccc(C)cc2)C1=O	29%
Cc1ccc(/C(N)=N/OC(=O)c2ccc(C)cc2Cl)cc1	10%
CC(C)OP(=O)(OC(C)C)/C(=N/NC(=O)c1ccccc1)NO	4%
Cc1ccc(OCC(=O)O/N=C(\N)Cc2ccc([N+](=O)[O-])cc2)c(C)c1	9%
COc1ccc(CC(=O)Nc2ccc(Br)cc2C(=O)O)cc1	1%
Cc1ccc(NC(=O)C2CCCCC2C(=O)O)cc1Cl (centres undefined)	2%
O=C(COC(=O)c1cc2cc(Br)ccc2oc1=O)c1ccc([N+](=O)[O-])cc1	9%
CC(C)COc1ccc(C(=O)Nc2cc([N+](=O)[O-])ccc2Cl)cc1	7%
CS(=O)(=O)N1CCN(Cc2ccc([N+](=O)[O-])cc2)CC1	0%
CCOC(=O)C1=C(C)N=c2s/c(=C/c3ccc4c(c3)OCO4)c(=O)n2C1c1ccccc1OC (centres undefined)	10%
COc1cccc(CN2CCN(C(=O)c3cc(OC)c(OC)c(OC)c3)CC2)c1	13%
COC(=O)C1=C(C)N(c2ccc(C)cc2)/C(=C\c2ccc(OCC(=O)Nc3ccccc3)cc2)C1=O	3%
CCN(C1=C(Cl)C(=O)N(c2ccccc2)C1=O)c1ccccc1	14%
COc1ccc(-c2cc(C(=O)N3CCN(Cc4ccccc4)CC3)c3ccccc3n2)cc1OC	15%
COc1ccc(CCNC(=O)C(=O)Nc2ccc(F)cc2)cc1OC	21%
O=C(O)c1cccnc1SCc1ccc([N+](=O)[O-])cc1	5%
CCOC(=O)c1c(N)sc2c1CC(C)(C)NC2(C)C	0%
O=C(/C=C/c1ccc(-c2ccc(Br)cc2)o1)c1ccccc1	1%

Entries from the list above containing four or more nitrogen atoms (6):
SMILES	RNase H inhibition
Cc1nn(C(=O)c2cc([N+](=O)[O-])cc([N+](=O)[O-])c2)c(C)c1Sc1ccccc1	0%
Cc1ccc(/C=C2\SC(=S)N(CCC(=O)Nc3ccc(S(=O)(=O)Nc4nccs4)cc3)C2=O)cc1	23%
CN1CCN(C(=O)c2cnn3c2NC(c2ccc(Br)cc2)CC3C(F)(F)F)CC1 (centres undefined)	14%
O=C(Nc1ccc(F)cc1)Nc1nnc(CSCc2ccccc2Cl)s1	23%
O=c1cnnc(N/N=C/c2ccc(Cl)cc2)[nH]1	35%
CC1(C)Cc2c(sc3c2c(=O)n(Cc2ccccc2)c2nnc(SCC(=O)c4ccc(Br)cc4)n32)CO1	13%

Further records
SMILES	RNase H inhibition
CCc1ccccc1NS(=O)(=O)c1cc(Cl)ccc1Cl	18%
C[C@@H]1O[C@@H](Nc2ccc(Cl)cc2[N+](=O)[O-])[C@H](O)[C@H](O)[C@H]1O	6%
CCOc1ccc2nc(SCc3ccc(OC)c(F)c3)sc2c1	20%
COc1ccc(N2C(=O)S/C(=C/c3ccc(OC)c(OC)c3)C2=O)cc1	0%
CCOC(=O)c1c(NC(=O)C(Cc2ccccc2)N2C(=O)c3ccccc3C2=O)sc2c1CCCC2 (centres undefined)	10%
CC1(C)Cc2ccccc2C(NNC(=O)c2ccc(Br)o2)=N1	13%
Brc1cc2c(cc1/C=N/Nc1ccccc1)OCO2	13%
O=[N+]([O-])c1ccc(OCCCOc2cccc3cccnc23)cc1	15%
O=C(NC(=S)Nc1cccc(C(F)(F)F)c1)c1ccccc1Br	10%
CCOC(=O)c1ccccc1-c1ccc(C=C2C(=O)NC(=O)NC2=O)o1	28%
O=C(N/N=C/c1ccc(OCc2ccccc2Cl)cc1)c1ccccn1	11%
COc1cccc(/C=N/NC(=O)C(=O)Nc2ccccc2)c1OC	4%
COc1cc([N+](=O)[O-])ccc1NS(=O)(=O)c1ccc(F)cc1	1%
O=C(N/N=C/c1cccc(Br)c1)C(c1ccccc1)c1ccccc1	19%
CCCCn1ccc(=O)c2c(C(F)(F)F)nccc21	12%
CC(=O)C1=C(O)C(=O)N(c2ccccn2)C1c1ccc(Br)cc1 (centres undefined)	1%
COc1cc(C(=O)Nc2cccc(-c3nc4ccccc4c(=O)o3)c2)cc(OC)c1OC	3%
O=C(Nc1ccc(N2CCOCC2)c(Cl)c1)c1cccc(Cl)c1	5%
Cc1ccc(OCC(=O)NNC(=O)c2ccccc2C(=O)O)cc1	9%
O=c1c(/C=N/NS(=O)(=O)c2ccccc2)coc2ccc(Cl)cc12	41%
FC(F)(F)c1ccccc1CN1CCc2c([nH]c3ccccc23)C1	15%
c1ccc2c(c1)NC1CCCCC1C1(CCCCC1)N2 (centres undefined)	10%
C/C(=N\Nc1cc(-c2ccccc2)nc(C)n1)c1ccc(Br)cc1	15%
Cc1sc(NC(=O)CN2CCOCC2)c(C(=O)c2ccccc2)c1C	0%
O=C(NC(=S)Nc1ccc2nn(-c3ccccc3)nc2c1)c1ccccc1F	22%
COc1ccc(NC(=O)COc2ccc(Cl)c(C)c2)cc1	0%
CCc1ccc(-c2nnc(-c3ccc(-c4ccc(OC)cc4)cc3)o2)cc1	18%
O=C(O)CCCN1C(=O)c2cccc3cccc(c23)C1=O	7%
CC(C)CNC(=O)CN(c1ccc([N+](=O)[O-])cc1)S(=O)(=O)c1ccccc1	2%
O=C(N/N=C/c1c(Cl)cccc1Cl)c1ccc(Br)cc1	15%
Cc1onc(-c2c(F)cccc2Cl)c1C(=O)NCc1ccco1	10%
COc1cc2c(cc1OC)C(C)N(C(=O)C1(c3ccccc3)CCCC1)CC2 (centres undefined)	29%
CC(C)(C)NC(=O)c1ccc(Oc2cc(Oc3cccc(Cl)c3)cc([N+](=O)[O-])c2)cc1	22%
O=C(NCc1ccccn1)c1ccc(F)cc1	7%
CCCCOC(=O)Sc1nc2ccccc2o1	5%
O=C1ON=C(c2ccccc2)/C1=C\c1ccc(OCc2ccccc2)cc1	32%
CC(=O)C1=C(O)C(=O)N(c2ccc(C(=O)O)cc2)C1c1ccc([N+](=O)[O-])cc1 (centres undefined)	6%
O=C(Nc1ccc(-c2nc3ccccc3o2)cc1)c1ccc(-c2ccc([N+](=O)[O-])cc2)o1	48%
Cc1ccc(NC(=O)CN2CCN(CCN=CC3=C(O)CC(C)(C)CC3=O)CC2)cc1	0%
Clc1ccc(OCCCCN2CCCC2)cc1	0%
COc1ccc(/C=N/c2sc(C)c(C)c2C#N)cc1	12%
CCOC(=O)c1ccc(-c2ccc(/C=C3/C(=O)NC(=O)N(c4ccc(OC)cc4)C3=O)o2)cc1	7%
COc1cc(C=C2C(=O)NC(=O)NC2=O)cc(I)c1OCC(=O)O	2%
COc1cc(OC)cc(C(=O)Nc2sc3c(c2C(N)=O)CCCCCC3)c1	8%
COc1cc(C(=O)N2CCN(Cc3ccccc3C(F)(F)F)CC2)cc(OC)c1OC	11%
CCC(=O)Nc1ccc2oc(-c3cccnc3)nc2c1	0%
Oc1ccc(Br)cc1C=NN1CCN(c2ccc(Cl)cc2)CC1	9%
O=C1NC(=O)N(c2ccccc2)C(=O)/C1=C\c1ccc(OCCOc2ccccc2)cc1	10%
Clc1ccc(OCc2nc(-c3ccccc3)no2)cc1	0%
CCCCOC(=O)c1ccc2c(c1)C(=O)N(c1ccc([N+](=O)[O-])cc1)C2=O	4%
Later entries
SMILES	RNase H inhibition
O=C(COc1ccc(Cl)cc1[N+](=O)[O-])N/N=C/c1ccc(-c2cccc(C(=O)O)c2)o1	25%
O=C(Nc1cccc2nsnc12)c1cccc([N+](=O)[O-])c1	6%
O=C1CC(NNc2ccccc2)C(=O)N1c1cccc(Cl)c1 (centres undefined)	8%
COc1ccc(NC2(c3ccccc3)C(=O)c3c(Cl)c(Cl)c(Cl)c(Cl)c3C2=O)cc1	10%
CC1=C(C(=O)OC(C)C)C(c2ccc(Cl)c(Cl)c2)NC(=O)N1C (centres undefined)	2%
COc1cccc(/C=C/C2=NN(c3ccc(Cl)cc3Cl)C(c3cccc(OC)c3OC)C2)c1OC (centres undefined)	22%
O=C(N/N=C1\CCc2ccccc21)c1ccncc1	8%
CCc1ccccc1NC(=O)CN(c1ccc(Oc2ccccc2)cc1)S(C)(=O)=O	11%
COc1ccc(S(=O)(=O)N(CC(=O)Nc2ccc(C)c(C)c2)c2ccc(C)cc2)cc1OC	19%

At a glance, part of the list above:
SMILES	RNase H inhibition
COc1ccc(NC2(c3ccccc3)C(=O)c3c(Cl)c(Cl)c(Cl)c(Cl)c3C2=O)cc1	10%
CC1=C(C(=O)OC(C)C)C(c2ccc(Cl)c(Cl)c2)NC(=O)N1C (centres undefined)	2%
COc1cccc(/C=C/C2=NN(c3ccc(Cl)cc3Cl)C(c3cccc(OC)c3OC)C2)c1OC (centres undefined)	22%
O=C(N/N=C1\CCc2ccccc21)c1ccncc1	8%
CCc1ccccc1NC(=O)CN(c1ccc(Oc2ccccc2)cc1)S(C)(=O)=O	11%
COc1ccc(S(=O)(=O)N(CC(=O)Nc2ccc(C)c(C)c2)c2ccc(C)cc2)cc1OC	19%

Bioassay records (PubChem)

An excerpt, so the mix of outcomes need not match the whole.
